Screening data (PubChem BioAssay)
K1F lysis inhibition: inhibition of K1F phage lysis, E. coli UTI89, bacterial capsule biogenesis inhibitors, alamar blue (AID 488966). E. coli UTI89 K1F phage lysis, alamar blue, 2 h; higher % means a stronger effect. inhibition, % at 100 µM, or IC50 in µM where a hit was titrated. 340,000 compounds, 0.02% hits;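 active means phage lysis inhibition, versus mean bacterial control, above a set limit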;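 further: capsule biogenesis inhibitors block K1F phage lysis so surviving cells raise fluorescence; higher fluorescence means more inhibition of phage lysis; actives were called in the ten point dose series up to 300 µM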
Dengue-2 NS5 capping: Dengue-2 NS5 methyltransferase inhibitors, primary screen, biochemical, confirmation dose response (AID 588689). Genome polyprotein (Dengue virus type 2 (strain 16681-PDK53)). Dengue-2 NS5 methyltransferase capping enzyme assay, biochemical; higher % means a stronger effect. one-dose inhibition, % at 25 µM; IC50 in µM for titrated hits. 340,000 compounds, 0.3% hits; in the data active means a potency from the dose series
Dengue-2 NS5 capping pilot replicate: further read-out of Dengue-2 NS5 capping, marked with its call; inhibition, %; measured here: pilot screen replicate inhibition
Starred values were filed as active, the others as inactive; i = inactive; [ ] = remark or other dose.

SMILES	K1F lysis inhibition	Dengue-2 NS5 capping	others
CC(C)(CNS(=O)(=O)c1ccc(Br)s1)N1CCOCC1	0.1%[50 µM]	-7.0%
Cc1ccc(C)c(-n2ccnc2SCC(=O)c2c(N)n(C3CC3)c(=O)[nH]c2=O)c1	0.7%[50 µM]	-6.7%
O=C(O)c1ccc(C=NN=Cc2ccco2)cc1	-1.1%	0.8%
CC(C)(C)OC(=O)C[C@H]1C/C=C\C[C@H](CC(=O)N(CCO)Cc2ccccc2)C(=O)N[C@@H](c2ccccc2)COC1=O	-0.8%	-1.6%
C[C@H](CO)N1C[C@H](C)[C@@H](CN(C)Cc2ccc(Cl)c(Cl)c2)Oc2c(NC(=O)Cc3ccccc3)cccc2C1=O	-0.5%	-8.3%
O=C(Cc1ccc(Br)cc1)OCC(=O)N1CCCCCC1	-3.4%	-6.2%
CC(C)(C)OC(=O)C[C@@H]1C/C=C\C[C@@H](CC(=O)N(CCO)Cc2ccccc2)C(=O)N2CCC[C@H]2COC1=O	0.2%	-2.3%	Dengue-2 NS5 capping pilot replicate=-4.5
O=c1[nH]nc(SC2CCCCC2)c(=O)[nH]1	-0.6%	-2.3%
Cc1cc(C)c(C(=O)CC(=O)c2cccnc2)c(C)c1	3.2%	0.0%
O=C(/C=C/c1ccccc1)CCN1CCOCC1	-6.6%	9.3%
COC(=O)Nc1ccc(S(=O)(=O)N2CCC(C(=O)NCc3ccc4c(c3)OCO4)CC2)cc1	14.0%	5.7%
COCCCNC(=O)c1cc(S(=O)(=O)NCCCN2CCCC2=O)ccc1Cl	0.5%[50 µM]	1.5%
Cn1nc(C(=O)NCc2ccc(F)cc2)cc1C(=O)NCc1ccc(F)cc1	0.0%[50 µM]	3.6%
O=C(C[C@H]1C[C@H](C(=O)N2CCOCC2)[C@@]2(CCC3CCCC3)c3[nH]c4cc(-c5ccco5)ccc4c3CCN2C1=O)NCCC1=CCCCC1	0.1%	-4.3%	Dengue-2 NS5 capping pilot replicate=0.0
Cc1nn(C2CCS(=O)(=O)C2)c2nc(C3CC3)cc(C(=O)Nc3ccc(C(N)=O)cc3)c12 (centres undefined)	-0.3%[50 µM]	-9.5%
CC1CN(C(C)C(=O)NNC(=O)c2ccc(F)cc2)CC(C)O1 (centres undefined)	0.2%	-8.0%
Cc1ccnc(NC(=O)c2cccc(NC(=O)c3ccc(Cl)cc3)c2)c1	0.1%	1.7%
COc1ccc(CC2(c3ccccc3)NC(=O)NC2=O)cc1 (centres undefined)	-2.2%	1.5%
COc1ccc(S(=O)(=O)N2CCOCC2)cc1NC(=O)COC(=O)CC1CC2CCC1C2 (centres undefined)	-2.4%	0.0%
CCc1nc(SCC(=O)Nc2nnc(C(C)C)s2)n[nH]1	4.7%	-5.1%
Brc1ccccc1-c1nc2c3ccccc3ncn2n1	0.5%[50 µM]	-9.9%
CC(C)CN(C(=O)CSc1nncn1C)C1CCS(=O)(=O)C1 (centres undefined)	-0.1%[50 µM]	-9.5%
CC(=NNC(=O)c1ccncc1)c1ccc(Cl)c(Cl)c1	5.1%	8.5%
Cc1ccc(CNC(=O)Cn2cnc3c(NCc4ccccc4)ncnc32)o1	0.1%	0.7%	Dengue-2 NS5 capping pilot replicate=-0.6
CCCC1(c2ccccc2)NC(=O)N(CC(=O)Nc2ccc3c(c2)OCCO3)C1=O (centres undefined)	1.1%[50 µM]	-9.8%
CC(Nc1ccc(S(=O)(=O)N2CCN(C)CC2)cc1[N+](=O)[O-])c1ccccc1 (centres undefined)	1.2%[50 µM]	-7.2%
COc1ccc(S(=O)(=O)N2CCCCC2)cc1NC(=O)c1[nH]c(C)c(C(C)=O)c1C	1.1%	2.4%
CN(Cc1ccccc1F)C(=O)c1ccc(NC(=O)CC2SC(N3CCCCC3)=NC2=O)cc1 (centres undefined)	-0.5%[50 µM]	0.0%
Cc1ccc(C(=O)NCC(=O)N2CCCN(C)CC2)cc1C	-0.2%[50 µM]	-0.4%
CC(=O)c1ccc(OCCCC(=O)Nc2ccc(C)c(S(=O)(=O)N3CCOCC3)c2)cc1	1.0%[50 µM]	-0.7%
CCOc1ccc2nc(SCC(=O)N(CC(C)C)c3c(N)n(CC(C)C)c(=O)[nH]c3=O)[nH]c2c1	0.9%[50 µM]	3.0%
CN(C)C(=O)c1ccc(-c2nnc(OCc3nc4ccccc4n3C)c3ccccc23)cc1	0.3%	2.3%
CN(C(=O)c1ccc(NC(=O)Cc2cccc(NC(=O)C3CCCN(S(=O)(=O)c4cccc([N+](=O)[O-])c4)C3)c2)cc1)C1CC1 (centres undefined)	0.2%	-3.6%	Dengue-2 NS5 capping pilot replicate=-3.0
Cc1noc(C)c1NC(=O)Nc1cccc2c1O[C@H](CN(C)S(=O)(=O)c1cccs1)[C@@H](C)CN([C@H](C)CO)C2=O	0.3%	-1.0%	Dengue-2 NS5 capping pilot replicate=-0.6
Cc1ccc(-c2csc(/C=C3/SC(C)C(=O)N3CC(=O)Nc3ccccc3F)n2)cc1 (centres undefined)	1.2%	-3.2%
Cc1ccc(OC(C)C(=O)Nc2ccc(Cl)cn2)c([N+](=O)[O-])n1 (centres undefined)	0.8%[50 µM]	0.0%
COc1ccccc1CN(C)C(=O)COC(=O)c1cc(C)oc1C	1.4%[50 µM]	-4.3%
COc1ccc(CC(=O)NCc2nnc(SCC(=O)N3CCN(c4ccccc4)CC3)n2C)cc1	0.3%	-8.0%
O=C(NN=Cc1ccc(F)cc1)c1ccccc1NS(=O)(=O)c1cccs1	1.0%[50 µM]	-3.1%
CCOC(=O)c1c2c(n(-c3ccc(OC)cc3)c1C)C(=O)C(=O)c1ccccc1-2	0.9%	47µM*

Reprinted at random: 6 records from the list.
SMILES	K1F lysis inhibition	Dengue-2 NS5 capping	others
Cc1noc(C)c1NC(=O)Nc1cccc2c1O[C@H](CN(C)S(=O)(=O)c1cccs1)[C@@H](C)CN([C@H](C)CO)C2=O	0.3%	-1.0%	Dengue-2 NS5 capping pilot replicate=-0.6
CCOC(=O)c1c2c(n(-c3ccc(OC)cc3)c1C)C(=O)C(=O)c1ccccc1-2	0.9%	47µM*
CN(C)C(=O)c1ccc(-c2nnc(OCc3nc4ccccc4n3C)c3ccccc23)cc1	0.3%	2.3%
Cc1ccc(-c2csc(/C=C3/SC(C)C(=O)N3CC(=O)Nc3ccccc3F)n2)cc1 (centres undefined)	1.2%	-3.2%
COc1ccc(CC(=O)NCc2nnc(SCC(=O)N3CCN(c4ccccc4)CC3)n2C)cc1	0.3%	-8.0%
CN(C(=O)c1ccc(NC(=O)Cc2cccc(NC(=O)C3CCCN(S(=O)(=O)c4cccc([N+](=O)[O-])c4)C3)c2)cc1)C1CC1 (centres undefined)	0.2%	-3.6%	Dengue-2 NS5 capping pilot replicate=-3.0

The results go on:
SMILES	K1F lysis inhibition	Dengue-2 NS5 capping	others
COc1ccc(-c2cccc(-c3cc(=O)oc4cc(OC)c(OC)c(OC)c34)c2)cc1	0.0%	-2.3%	Dengue-2 NS5 capping pilot replicate=-4.2
CCOP(=O)(Nc1cccc2oc(=O)c3ccccc3c12)OCC	0.8%	-4.0%
Nc1ncnc2c1ncn2[C@@H]1O[C@H](CNC(=O)[C@H](N)Cc2cscn2)[C@@H](O)[C@H]1O	0.2%	-4.6%
CCCCCCSc1ccc([C@@H]2[C@@H]3C(=O)N(C)C(=O)[C@@H]3[C@]3(C(=O)OC)CCCCN23)cc1	-0.5%	14.1%
Cc1ccc(NC(=O)CN2C(=O)NC(C)(c3ccc4c(c3)OCO4)C2=O)cc1 (centres undefined)	-1.4%	1.6%
CCCc1cc(=O)[nH]c(SCC(=O)NCCN2C(=O)CSC2=O)n1	0.4%[50 µM]	7.8%
CN(C=O)c1cc([N+](=O)[O-])ccc1OCc1ccccc1	0.9%	0.0%
c1ccc2sc(N3CCCCC3)nc2c1	0.6%	2.3%
O=C(Nc1cc(S(=O)(=O)N2CCOCC2)ccc1N1CCOCC1)c1ccc([N+](=O)[O-])s1	-1.9%[50 µM]	0.0%
O=C(CCNS(=O)(=O)c1ccccc1)NNC(=O)c1cccc(Cl)c1	0.7%[50 µM]	-10.5%

Overlap with the part before: 5 compounds, followed by the next part.
SMILES	K1F lysis inhibition	Dengue-2 NS5 capping	others
CCCc1cc(=O)[nH]c(SCC(=O)NCCN2C(=O)CSC2=O)n1	0.4%[50 µM]	7.8%
CN(C=O)c1cc([N+](=O)[O-])ccc1OCc1ccccc1	0.9%	0.0%
c1ccc2sc(N3CCCCC3)nc2c1	0.6%	2.3%
O=C(Nc1cc(S(=O)(=O)N2CCOCC2)ccc1N1CCOCC1)c1ccc([N+](=O)[O-])s1	-1.9%[50 µM]	0.0%
O=C(CCNS(=O)(=O)c1ccccc1)NNC(=O)c1cccc(Cl)c1	0.7%[50 µM]	-10.5%
O=C(CCCCn1ccc(=O)[nH]c1=O)Nc1ccc(C(=O)O)c(O)c1	-3.5%	4.6%
COC(=O)C=C1CCC2C3CCC4=CC(=O)C(Br)CC4(C)C3C(=O)CC12C (centres undefined)	1.7%	-5.4%
COc1ccc(Cl)cc1NC(=O)CN(C)C(=O)/C=C/c1ccco1	0.7%[50 µM]	-6.6%
Cc1nc(Nc2ccc(Cl)c(Cl)c2)sc1C(/C=C/c1ccc2c(c1)OCO2)=NNc1ccc([N+](=O)[O-])cc1[N+](=O)[O-]	3.5%	-4.6%
CN(Cc1ccccc1)C(=O)c1cccc(NC(=O)Cc2cccc(NC(=O)C3CCN(C(=O)C4CCC4)CC3)c2)c1	0.0%	-4.6%	Dengue-2 NS5 capping pilot replicate=3.1
O=C(COC(=O)/C=C/c1cccc(Cl)c1)Nc1ccc(N2CCOCC2)cc1	7.2%	0.0%
COc1ccc(COC(=O)CNC(=O)C2CCCCC2)cc1F	-3.6%	-5.4%
Cc1cc(NC(=O)COc2ccccc2C(N)=O)no1	-1.7%	5.4%
Cc1cc(C(=O)NNC(=O)[C@H](C)NC(=O)c2ccc(Br)cc2)c(C)o1	-0.1%[50 µM]	-8.8%
CCOC(=O)C1CCCN(C(=O)C2CCN(S(=O)(=O)c3ccc(Cl)c(C(F)(F)F)c3)CC2)C1 (centres undefined)	0.5%[50 µM]	-11.4%
O=S(=O)(NC1=NCCCCC1)c1ccc(F)cc1F	0.4%[50 µM]	1.1%
Cc1cccc(C(=O)NCC(=O)OCC(=O)c2ccc(Br)s2)c1	0.5%[50 µM]	-9.2%
COC(=O)c1cc(Cl)cc2c(CCO)c[nH]c12	0.8%	-6.5%
CC(Sc1nnnn1C1CC1)C(=O)Nc1cccc(S(=O)(=O)N2CCOCC2)c1 (centres undefined)	1.4%[50 µM]	-4.3%
Cc1cc(NC2=CC(=O)C(=O)c3ccccc32)no1	-0.9%	14.5%
Cc1ccccc1C(=O)NCC(=O)N1CCN(C/C=C/c2ccccc2)CC1	1.2%[50 µM]	-12.3%
Cc1cc(NC(=O)C(C)SCC(=O)N(C)Cc2c(F)cccc2Cl)no1 (centres undefined)	-1.3%	10.5%
O=C1C(=Cc2cccs2)Oc2ccccc21	-3.4%	1.5%
COC(=O)[C@@]1(C)[C@H]2C(=O)N(C)C(=O)[C@H]2[C@H]2CN=C(SCc3ccc(Cl)cc3)N21	0.2%	-1.3%	Dengue-2 NS5 capping pilot replicate=0.0
CC(NC(=O)COc1ccccc1)C(=O)NCc1ccc(S(N)(=O)=O)cc1 (centres undefined)	-0.8%	-2.4%
CN1CCC(N(C)C(=O)c2ccc(Cl)c(S(=O)(=O)Nc3ccc(Cl)cc3)c2)CC1	3.7%[50 µM]	-6.6%
O=C(N[C@@H](Cc1ccccc1)C(=O)OCc1ccccc1)c1nc[nH]c1C(=O)N1CCNCC1	0.9%	0.0%
O=C(N[C@@H]1c2ccccc2CC[C@@H]1OCc1ccccc1)c1ccc(-c2ccccc2)cc1	-0.3%	3.0%	Dengue-2 NS5 capping pilot replicate=0.9
CCN(C(=O)COC(=O)/C=C/c1ccc(OC)c(OC)c1)c1c(N)n(Cc2ccccc2)c(=O)[nH]c1=O	-0.1%[50 µM]	5.2%
c1ccc2c(c1)-c1cccc3cncc-2c13	3.2%	-2.3%
CCCN1CCN(CC(=O)NCC(=O)Nc2cccc(C)c2C)CC1	0.7%[50 µM]	2.2%
CC(C)(C)OC(=O)N1CCC(C(=O)Nc2cccc(C(=O)N3CCCC3)c2)CC1	-0.1%	-0.7%
Cc1ccccc1NS(=O)(=O)c1ccc(C(=O)NCC2(N3CCOCC3)CCCCC2)cc1	0.7%[50 µM]	-9.2%
COc1cc(C(=O)NCC(=O)NNC(=O)CN(C)S(=O)(=O)c2ccc(Cl)cc2)cc(OC)c1OC	1.0%[50 µM]	3.8%
CC(NC(=O)c1ccco1)C(=O)OCc1cccc(C(F)(F)F)c1 (centres undefined)	0.6%[50 µM]	-1.5%
COc1ccc(C(=O)COC(=O)c2ccc(Cl)nc2)cc1OC	0.4%[50 µM]	-2.9%
CCOc1ccccc1N1CC(C(=O)N(CC)C2CCS(=O)(=O)C2)CC1=O (centres undefined)	-0.3%[50 µM]	2.6%
O=C1COc2ccc(C(=O)COC(=O)c3ccc([N+](=O)[O-])cc3Cl)cc2N1	0.3%[50 µM]	0.7%
COC(=O)c1ccc(C(=O)OC)c(NC(=O)C2CC(=O)N(C3CCCC3)C2)c1 (centres undefined)	-0.4%	-2.2%
CN1CCN(S(=O)(=O)c2ccccc2)C(c2ccccc2)C1 (centres undefined)	0.5%[50 µM]	4.4%
Cc1cn(C2CCCCO2)c(=O)[nH]c1=O (centres undefined)	i	2.3%
O=C(COC(=O)CC1CC2CCC1C2)Nc1ccccc1Cl (centres undefined)	-0.1%[50 µM]	0.7%
Cc1ccc(NC(=O)c2n[nH]c(=O)c3ccccc23)cc1S(=O)(=O)N1CCOCC1	-2.9%	-7.8%

Not all compounds are listed; count on the stated rates, not on these rows.
